SV40 large T antigen = TAg ATPase/helicase activity blockers – biochemical (AID 1903). SV40 large T antigen ATPase/helicase inhibition assay; higher % means a stronger effect. one-dose inhibition, % at 20 µM; IC50 in µM for titrated hits. 0.39% of 310,000 active; in the data active means a potency from the dose series; inconclusive means inhibition mostly from about 32% at the one dose, without a potency; inactive means the rest, 99 in 100 with inhibition below about 32%; further: strong numbers were not always called active
NTR1 agonist = agonists of NTR1, primary screen, imaging, U2OS cells, beta-arrestin-GFP, high content (AID 493036); P30989; NTR1-U2OS beta-arrestin-GFP spot imaging, agonist mode; activation, % at 20 µM; 0.17% of 330,000 active;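 active means activation at or above 40% of the spot to cytoplasm intensity ratio, with at least 20 cells analyzed; inconclusive means wells under 20 cells, flagged as cytotoxic or low count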;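 further: 0% = DMSO without peptide and 100% = 100 nM NTR1 peptide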
Target sequence (P30989 whole entry, looked up): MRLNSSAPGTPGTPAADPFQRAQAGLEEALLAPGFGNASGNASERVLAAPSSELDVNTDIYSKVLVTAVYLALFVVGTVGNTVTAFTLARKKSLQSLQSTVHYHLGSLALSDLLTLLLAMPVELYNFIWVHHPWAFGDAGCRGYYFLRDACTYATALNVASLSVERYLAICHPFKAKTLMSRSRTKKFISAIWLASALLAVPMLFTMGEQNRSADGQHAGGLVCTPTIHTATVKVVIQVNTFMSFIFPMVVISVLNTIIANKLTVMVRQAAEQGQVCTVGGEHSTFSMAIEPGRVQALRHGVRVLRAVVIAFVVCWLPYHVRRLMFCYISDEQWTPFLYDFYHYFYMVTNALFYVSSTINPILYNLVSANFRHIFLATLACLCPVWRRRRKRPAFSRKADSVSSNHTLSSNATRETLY
Salmonella PhoP GFP = PhoP-dependent GFP reporter repression – Salmonella Typhimurium, primary screen (AID 1863) | S. Typhimurium PhoP-regulated promoter GFP reporter, 4 h; higher % means a stronger effect | inhibition, % at 50 µM; hits with a dose series show IC50 in µM | 0.16% of 300,000 active;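 active means inhibition over 29.93%, a cutoff 3 SD above the screen mean, later confirmed by dose response; inconclusive means inhibition over 29.93% but no dose response follow-up; inactive means inhibition at most 29.93% or unconfirmed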;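 further: 0% = low Mg2+ inducing control and 100% = high Mg2+ repressing control; strong numbers were not always called active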
RSV antiviral HEp-2 = RSV antiviral activity via CPE protection, HEp-2 cells, primary 10 µM value included (AID 2391); HEp-2 cells, RSV-induced CPE inhibition; higher % means a stronger effect; 0.13% of 310,000 active; one-dose CPE inhibition, % at 10 µM; IC50 in µM for titrated hits; in the data active means a potency from the dose series; inconclusive means CPE inhibition mostly from about 23% at the one dose, without a potency; inactive means the rest, 99 in 100 with CPE inhibition below about 21%; further: strong numbers were not always called active
Dengue-2 NS5 capping = Dengue-2 NS5 methyltransferase inhibitors, primary screen, biochemical, confirmation dose response (AID 588689); 0.3% of 340,000 active; inhibition, % at 25 µM; hits with a dose series show IC50 in µM; Dengue-2 NS5 methyltransferase capping enzyme assay, biochemical; higher % means a stronger effect; in the data active means a potency from the dose series; inconclusive means inhibition above about 29% without an active follow-up result
Rac1 GTP hydrolysis = MgcRacGAP GTPase-activating activity inhibitors, confirmation, biochemical, ADP Hunter fluorescence; MgcRacGAP-stimulated Rac1 GTP hydrolysis, ADP Hunter fluorescence; higher % means a stronger effect; GST-tagged Rac1 F28L mutant substrate; inhibition, % at 30 µM, or IC50 in µM where a hit was titrated; 0.6% of 340,000 active;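 active means first-screen hits whose inhibition reached a set limit at any dose in the follow-up dose series; inconclusive means inhibition above the set first-screen limit but never retested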;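 further: fluorescence reports GDP produced by GAP-driven GTP hydrolysis; strong numbers were not always called active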
West Nile antiviral = West Nile virus antiviral activity, cell-based, CPE readout (AID 1621); CPE inhibition, % at 10 µM; hits with a dose series show IC50 in µM; West Nile virus-infected cells, CPE inhibition; higher % means a stronger effect; 0.02% of 290,000 active; in the data active means a potency from the dose series; inconclusive means CPE inhibition mostly from about 3.7% at the one dose, without a potency; inactive means the rest, 99 in 100 with CPE inhibition below about 2.2%; further: strong numbers were not always called active
UTI89 phage lysis = inhibition of K1F phage lysis, E. coli UTI89, bacterial capsule biogenesis inhibitors, alamar blue (AID 488966); 0.02% of 340,000 active; inhibition, % at 100 µM; hits with a dose series show IC50 in µM; E. coli UTI89 K1F phage lysis, alamar blue, 2 h; higher % means a stronger effect;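 active means phage lysis inhibition, versus mean bacterial control, above a set limit; inconclusive means no clear call, values can overlap the other calls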;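 further: capsule biogenesis inhibitors block K1F phage lysis so surviving cells raise fluorescence; higher fluorescence means more inhibition of phage lysis; actives were called in the ten point dose series up to 300 µM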
T cell modulator = T cell immune modulation candidate; 0.068% of 330,000 active; calls only at 7 µM; 2C CD8+ T cell-vesicle binding, flow cytometry; hits give low values; AID 2052;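 active means response, share of CD8 T cells binding vesicles, and their 90th percentile fluorescence all below set limits, cut at about 80% in these data, passing the limit was not always enough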
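material = purified 2C TCR transgenic mouse naive CD8+ T cells | controls = Unloaded micro-vesicles (low), QL9 vesicles with 0.7% DMSO (high) | detection = cytometric PE anti-B7-1 and Alexa647 anti-CD8 signals after 1% paraformaldehyde fixation | incubation = binding step 1.5 h, 37 °C, antibody labelling 20 min, ice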
T cell modulator vesicle-bound % = second read-out of T cell modulator, no call of its own (marks repeat the call); double positive events, %; measured here: CD8+ vesicle-bound cell fraction;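 binding gate set so that unloaded-vesicle control wells show 10% double positive cells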
NTR1 agonist cell count 20 µM = second read-out of NTR1 agonist, no call of its own (marks repeat the call); cell count; measured here: cell count, cytotoxicity flag
Dengue-2 NS5 capping pilot replicate = also measured in Dengue-2 NS5 capping; calls as there; inhibition, %; measured here: pilot screen replicate inhibition
Active calls of the source: *; i = inactive; ? = inconclusive; . = no result given; [ ] = remark or other dose.

SMILES | SV40 large T antigen | NTR1 agonist | NTR1 agonist cell count 20 µM | Salmonella PhoP GFP | RSV antiviral HEp-2 | Dengue-2 NS5 capping | Rac1 GTP hydrolysis | West Nile antiviral | UTI89 phage lysis | T cell modulator | T cell modulator vesicle-bound % | others
CCCCn1c(N)c(N(CC(C)C)C(=O)CN(C)S(=O)(=O)c2ccc(C)cc2)c(=O)[nH]c1=O | 25% | -0.4 | 43 | -2% | -1.5% | 1% | 6% | . | 1.0%[50 µM] | i | 53
CC1CCCN(S(=O)(=O)c2cnc[nH]2)C1 (centres undefined) | 16% | -0.2 | 58 | 5% | 5.3% | -14% | 8% | 0.2% | 0.0% | i | 12
CCS(=O)(=O)c1nc(NC(C)=O)n[nH]1 | 1% | -1.0 | 43 | -2% | 0.6% | -1% | 13% | -0.2% | 0.3% | i | 57
C/C(Nc1ccc(F)cc1)=C(/C#N)C(N)=O | 17% | -1.4 | 76 | 32% | 1.6% | -1% | 7% | 0.2% | 0.1% | i | 18
c1ccc(Cn2nnnc2C(c2ccccn2)N2CCN(c3ccccc3)CC2)cc1 (centres undefined) | 6% | 1.4 | 48 | -2% | 3.7% | -1% | 12% | -0.2% | 0.0% | i | 16
N#C/C(=C(/O)Cc1cccc2ccccc12)c1nc2ccccc2s1 | 16% | 8.6 | 89 | 4% | 22% | -2% | 0% | -0.3% | 0.4% | i | 38
COCCCNC(=S)N/N=C/c1ccc(N(C)C)cc1 | 25% | -0.5 | 45 | 3% | 4.1% | -2% | 21% | 0.4% | 0.1% | i | 20
Cc1cc(NS(C)(=O)=O)c(=O)n(Cc2c(F)cccc2Cl)c1 | 4% | -0.5 | 65 | -5% | 4.8% | -17% | 0% | 0.0% | -0.7% | i | 63
CNC(=O)c1cc(S(=O)(=O)N2CC(C)OC(C)C2)ccc1N1CCCCC1 (centres undefined) | . | -0.1 | 39 | . | . | -5% | 2% | -0.6% | 0.1%[50 µM] | . | .
O=[N+]([O-])c1ccc(F)c(N=Cc2ccc(Br)s2)c1 | 3% | -0.2 | 77 | -9% | 0.7% | 3% | 3% | -0.3% | 0.5% | i | 59
Cc1ccc(CNc2nc3ccccc3n2C)cc1 | 5% | 1.0 | 71 | 4% | -0.5% | . | 14% | -1.3% | 3.7% | i | 41
O=C(COC(=O)CCSc1ccccc1)Nc1cc(F)ccc1F | 6% | 1.1 | 49 | -13% | -1.8% | 2% | 4% | 0.3% | 0.7% | i | 40
CC1CCN(C(=O)CCc2ccc(S(=O)(=O)NC(C)C)cc2)CC1 | 3% | 0.7 | 49 | -3% | 1.2% | -1% | 1% | -0.6% | 3.4% | . | .
COCCN=C1NN=C(c2ccc(C)c([N+](=O)[O-])c2)CS1 | 6% | 1.5 | 100 | -1% | 2.0% | 11% | 7% | -0.5% | -0.2% | i | 36
CC[n+]1c(P(=O)([O-])c2ccccc2)[nH]c2ccccc21 | 3% | 1.9 | 83 | 17% | 1.0% | -2% | 0% | -0.3% | -0.4% | i | 15
COc1ccccc1NC(=O)CSc1nccc(=O)[nH]1 | 1% | 0.6 | 63 | -7% | 0.6% | 1% | 10% | 1.3% | 0.8% | i | 32
O=C(NC(=S)Nc1ccc2oc(=O)ccc2c1)c1ccco1 | 13% | -1.1 | 51 | -5% | 1.9% | -1% | -5% | 0.4% | -0.5% | i | 36
O=C(O)c1cc2cccc(S(=O)(=O)N3CCCCC3)c2cc1O | 8% | -0.9 | 55 | -6% | 1.0% | -6% | 7% | 0.0% | -1.0% | i | 18
CC(C)C(OC(=O)c1ccco1)C(=O)NC1CCCCC1 (centres undefined) | 11% | -2.5 | 66 | -3% | 1.2% | -1% | 3% | -0.2% | 2.1% | i | 48
OC1CCCN(C(=S)NCc2ccccc2)C1 (centres undefined) | 4% | -0.9 | 34 | -9% | -0.3% | -9% | 7% | -0.4% | -0.5% | i | 4
COc1ccc(CCC(=O)Nc2cccc(S(=O)(=O)N3CCCCCC3)c2)cc1 | . | 1.8 | 59 | . | . | 3% | 5% | . | 0.3%[50 µM] | . | .
COC(=O)c1c(NC(=O)c2ccccc2)sc(C(N)=O)c1C | 25% | 14 | 66 | -2% | 3.1% | -1% | 3% | 0.1% | 0.4% | i | 10
COc1ccc(C)cc1NC(=O)CCNC(=O)c1ccco1 | 24% | 0.8 | 39 | 5% | 1.4% | -7% | 0% | -0.2% | 0.2% | i | 54
COc1ccc(CCCc2nnc(SCC(=O)Nc3ccccc3F)o2)cc1 | 22% | -0.2 | 38 | -8% | 2.0% | 1% | 7% | 0.8% | 0.9% | i | 12
Cc1c(NC(=O)c2cc(C(C)C)on2)c(=O)n(-c2ccccc2)n1C | 3% | -1.1 | 85 | 12% | 2.1% | 4% | 8% | 0.1% | 0.2% | i | 17
CCOC(=O)C1CCCN(C(=O)c2cc3cc4ccc(OC)cc4nc3o2)C1 (centres undefined) | 5% | 2.6 | 61 | 2% | -0.1% | -3% | 11% | 0.0% | 0.0% | i | 32
O=C(O)C1CC=CCC1C(=O)Nc1cccnc1 (centres undefined) | 6% | 1.0 | 40 | 0% | -1.8% | -4% | -1% | 0.1% | -4.7% | i | 45
O=[N+]([O-])c1cccc(S(=O)(=O)c2ccc(NCCO)c([N+](=O)[O-])c2)c1 | 9% | -0.6 | 31 | -6% | 2.1% | -2% | 1% | -0.4% | -0.5% | i | 52
Clc1cccc(NCc2ccccc2)n1 | 0% | -0.8 | 40 | 10% | 2.8% | -12% | -25% | 0.1% | -0.3% | i | 43
O=C(NCc1ccncc1)C1CCN(S(=O)(=O)c2cccc(C(F)(F)F)c2)CC1 | . | -0.3 | 46 | . | . | -3% | -4% | -0.6% | 0.9% | . | .
O=C(CSc1ncn[nH]1)NCCc1ccc(Cl)cc1Cl | -2% | 0.4 | 42 | 9% | 0.4% | -7% | 2% | 0.6% | 0.1% | i | 35
O=C(NC1CC1)c1ccc2c(Cl)c3c(nc2c1)CCCC3 | 3% | -0.2 | 88 | -1% | -0.3% | 1% | 9% | -0.6% | 0.1% | i | 56
O=C(Nc1sc2c(c1C(=O)O)CCCC2)C(=O)N1CCOCC1 | 2% | -0.3 | 49 | 2% | 5.6% | -2% | 5% | -0.6% | 0.2% | i | 12
O=C(Nc1ccccc1C(=O)NCCc1ccc(O)cc1)c1ccco1 | 38% | -0.8 | 87 | -7% | 0.1% | -1% | 25% | 0.3% | 0.0% | i | 44
COc1cccc(-n2c(N)c(-c3nc4ccccc4[nH]3)sc2=S)c1 | 9% | 2.0 | 56 | 9% | 7.3% | -6% | 20% | -1.4% | 0.3% | i | 59
CC1(c2ccccc2)NC(=O)N(CC(=O)Nc2ccc3c(c2)CCC3)C1=O (centres undefined) | . | 0.1 | 51 | . | . | -4% | 1% | . | 0.0%[50 µM] | i | 54
COc1cccc2c(=O)n(CC(=O)Nc3ccc(F)cc3)ccc12 | -3% | 3.2 | 87 | -4% | 1.0% | 3% | 8% | 0.4% | -0.1% | i | 50
O=C(CN(CC(=O)N1CCOCC1)S(=O)(=O)c1ccc(Br)s1)N1CCOCC1 | . | 0.9 | 44 | . | 1.7% | -5% | -4% | . | -0.3% | i | 24
COc1ccc(C)cc1NC(=O)c1c([N+](=O)[O-])cnn1C | 16% | -0.8 | 59 | -4% | 2.0% | -3% | 15% | 0.5% | 1.0% | i | 58
O=C(COC(=O)c1ccc(Cl)cc1)NCC1CCCCC1 | . | 1.5 | 61 | . | . | -4% | -1% | . | 2.8% | i | 24
Cc1ccc(N(CC(=O)NN=C2CCN(C)CC2)S(=O)(=O)c2ccc(C)cc2)cc1 | 2% | 3.0 | 55 | 2% | 0.8% | -5% | 7% | -0.5% | -0.2% | i | 20
Oc1ccccc1CNn1cnnc1 | 2% | 0.7 | 50 | -2% | . | 8% | 12% | -0.1% | 0.1% | i | 32
COc1ccc(C(=O)OCC[N+]2(C)CCOCC2)cc1 | 11% | 0.1 | 54 | 3% | 1.6% | 19% | -17% | ? | 0.1% | i | 31
COC(=O)CCCC1=CC2=CC(=O)C(C)(OC(=O)c3cccs3)C(=O)C2=CO1 (centres undefined) | 31% | -0.5 | 68 | . | 0.2% | . | . | 0.3% | . | . | .
O=C(COC(=O)CCc1nc2ccccc2s1)Nc1ncc(Cl)cc1Cl | 16% | 5.5 | 30 | 1% | 1.7% | -8% | 8% | -0.3% | 3.0%[50 µM] | i | 58
CCCCCCCc1c(O)nc(SCCN(C)C)[nH]c1=O | 13% | -0.9 | 63 | 9% | 0.3% | 3% | 12% | -0.1% | 0.3% | i | 19
CS(=O)(=O)NN1C(=O)c2ccccc2NC1c1ccccc1O (centres undefined) | -4% | 0.3 | 43 | 4% | 1.4% | . | -2% | 0.4% | -0.2% | i | 46
COc1cccc(CN2CCN(C(=O)c3cccc4ccccc34)CC2)c1OC | 4% | 0.7 | 40 | 7% | 12% | -8% | 18% | 3.3% | 8.8% | i | 34
N#Cc1nc(Cc2ccccc2)oc1N1CCCC1 | 5% | 2.1 | 50 | 8% | 1.5% | -8% | 5% | 0.2% | 0.4% | i | 48
COc1cccc(CNC(=O)c2cc(COc3c(F)cccc3F)on2)c1 | 4% | -1.6 | 47 | -7% | 2.5% | 0% | 3% | -0.7% | -0.1% | i | 24
COc1ccccc1C(=O)NCc1ccco1 | 7% | -0.1 | 68 | -4% | -0.8% | -5% | 10% | 0.8% | 0.2% | i | 49 | Dengue-2 NS5 capping pilot replicate=-6.7

Source: PubChem BioAssay (several laboratories)
